# High-throughput results from PubChem.
# KAT2A inh = blocks human GCN5L2 histone acetyltransferase. Q92830. GCN5L2 HAT assay, ThioGlo1 CoA-SH fluorescence. Potency, µM (series often up to 58.9 µM), without a hit: at the top dose activity change, negative = inhibition, actives largely listed as inhibitors. hit rate 0.21% among 390,000. AID 504327
# Target sequence (Q92830 whole entry, looked up): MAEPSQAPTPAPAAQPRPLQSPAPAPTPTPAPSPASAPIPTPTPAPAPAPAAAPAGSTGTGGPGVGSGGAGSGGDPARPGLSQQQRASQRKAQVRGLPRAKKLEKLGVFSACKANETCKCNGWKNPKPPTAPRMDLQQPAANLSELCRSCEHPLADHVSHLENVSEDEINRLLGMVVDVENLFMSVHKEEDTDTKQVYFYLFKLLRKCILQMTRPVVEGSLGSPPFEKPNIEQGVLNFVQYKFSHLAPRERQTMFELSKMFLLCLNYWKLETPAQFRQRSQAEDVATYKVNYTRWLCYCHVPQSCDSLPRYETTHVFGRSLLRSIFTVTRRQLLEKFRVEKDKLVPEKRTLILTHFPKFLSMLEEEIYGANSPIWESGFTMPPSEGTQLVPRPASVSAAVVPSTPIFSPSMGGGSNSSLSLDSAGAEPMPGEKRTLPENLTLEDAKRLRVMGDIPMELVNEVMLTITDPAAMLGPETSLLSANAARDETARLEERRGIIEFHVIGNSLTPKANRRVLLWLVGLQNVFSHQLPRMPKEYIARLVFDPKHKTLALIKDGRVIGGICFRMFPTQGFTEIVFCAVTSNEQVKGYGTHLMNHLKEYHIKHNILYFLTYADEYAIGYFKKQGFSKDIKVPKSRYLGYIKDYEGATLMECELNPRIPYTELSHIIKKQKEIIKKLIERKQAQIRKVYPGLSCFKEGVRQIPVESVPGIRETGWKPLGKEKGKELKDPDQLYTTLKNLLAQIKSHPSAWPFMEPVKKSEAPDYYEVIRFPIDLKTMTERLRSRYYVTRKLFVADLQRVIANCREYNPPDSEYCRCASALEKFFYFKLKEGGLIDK
#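 qHTS, 1536-well. 20nM enzyme, pH 7.5 HEPES/EDTA/Tween-20 buffer; 15 min compound preinc., RT. Start: 75uM H3(1-25), 70uM AcCoA, 50uM ThioGlo1. Read Ex340/Em540 at t=0 (autofluorescence flag) and t=20 min.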
# DT40 TDP1 no CPT = qHTS for Inhibitors of human tyrosyl-DNA phosphodiesterase 1 (TDP1): qHTS in cells in absence of CPT; DT40 Tdp1-/- hTDP1 cells, no CPT, ATP luminescence, 48 h; Potency, µM (top dose mostly 46.2 µM), for inactives: at the highest dose activity change, negative = growth inhibition, usual class: inhibitors; hit rate 15% among 420,000; further: nearly all actives have a fitted effect of over 55% in size
#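 DT40 Tdp1-/-;hTDP1 cells, no CPT (DMSO vehicle only), 400 cells/well; compounds pin-transferred; ≥48 hr, 37 °C; CellTiter-Glo 30 min RT dark, luminescence read.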
# TDP1 cell CPT = DT40-hTDP1 cell growth loss with CPT | chicken DT40 Tdp1-/-;hTDP1 cells + 20 nM CPT, ATP luminescence, 48 h | Potency, µM (highest dose often 46.2 µM), for inactives: at the top dose activity change, negative = growth inhibition, actives largely listed as inhibitors | hit rate 12% among 420,000; further: nearly all actives have a fitted effect of over 55% in size
#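 Cell growth measured by CellTiter-Glo luminescence after a minimum 48 h, 37 C compound exposure with 20 nM CPT in Tdp1-knockout DT40 cells stably expressing hTDP1, seeded 400/well; qHTS titration format.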
# * marks the source's active call; other numbers are inactive results; ? = inconclusive; . = not tested or not shown; & = joins results of further samples. The call rests on the fitted dose curve; in most records, active means well fitted curve in the direction sought with a large enough effect; inconclusive means small, poorly fitted or top-dose-only effect, or another doubt; inactive means no such curve, though single readings can be large; an effect the other way counts as inactive or inconclusive. On the % scale 0 is the no-effect control and ±100 the full control effect; potency means the concentration at half of the fitted maximal effect. This is a subset; rates above refer to the full screens.
SMILES,KAT2A inh,DT40 TDP1 no CPT,TDP1 cell CPT
CCOc1ccc(C(C(=O)NC2CCCCC2)N(CCOC)C(=O)c2snc(C(N)=O)c2N)cc1 (centres undefined),-1.2%,-13.7%,24.0%
Nc1ccc2c(c1)Oc1ccccc1C=C2,16.6%,-18.7%,-7.5%
CCOc1cccc2cc(C(=O)N3CCc4ccccc43)c(=O)oc12,3.5%,-21.3%,-6.6%
CN(C(=O)c1ccno1)c1nnc(-c2ccccn2)s1,3.5%,-5.9%,-1.1%
O=C(NCc1ccccc1)C(=O)NCC(c1ccco1)S(=O)(=O)c1cccs1 (centres undefined),-1.4%,-25.5%,-6.6%
CC(=O)N[C@@H](Cc1c[nH]c2ccccc12)C(=O)OCC(=O)Nc1ccc(Cl)c(S(=O)(=O)N(C)C)c1,-2.3%,2.3%,-3.4%
c1ccc(-c2csc(N3CCSCC3)n2)cc1,-8.3%,2.3%,9.7%
CCOC(=O)CNC(=O)Cn1c(C)cc2ccccc2c1=O,-5.2%,1.0%,-28.7%
COc1ccc(-c2cc(C(F)(F)F)n3nc(C(N)=O)cc3n2)cc1,.,-14.1%,0.6%
COc1ccccc1NC(=O)Cn1c(SCC(=O)Nc2ccc(F)cc2)nc2ccccc21,9.6%,?,?
COC(=O)c1cc(CSc2ncnc3sccc23)oc1C,-20.3%,-22.4%,-24.6%
O=C(CSc1nc2c([nH]c3ccccc32)c(=O)n1-c1ccc(F)cc1)N1CCCCCC1,14.0%,?,?
CC(=O)C1=C(C)Nc2ncnn2C1c1ccc(Cl)cc1 (centres undefined),-3.6%,0.7%,3.8%
Cc1ccc(C)c(NC(=S)Nc2ccc(S(=O)(=O)Nc3ncccn3)cc2)c1,0.6%,7.2%,-5.2%
COc1ccc(-c2noc(C3CCCN(C(=O)c4ccccc4OC)C3)n2)cc1 (centres undefined),1.6%,14.6µM*,?
C[C@@H](C(=O)NCC1CC1)[C@H]1C[C@]1(C)[C@H](NC(=O)OCc1ccccc1)c1ccccc1,-3.1%,?,25.9µM*
O=C(CSc1ccccc1)Nc1ccncc1,-9.9%,?,?
CC1(C)NC(=O)N(CC(=O)OCC(=O)NC(=O)c2ccccc2)C1=O,3.2%,8.5%,8.2%
CCN1CCCC1CNC(=O)Cn1nc(C)n2c(cc3cc(C)ccc32)c1=O (centres undefined),-5.4%,?,18.3%
Nc1cccc(-c2nc3ccc(C(=O)c4ccccc4)cc3[nH]2)c1,-6.7%,0.82µM*,0.731µM*
CN([C@@H](C(=O)OC(C)(C)C)c1ccccc1)S(=O)(=O)c1cccc(S(=O)(=O)N(C)[C@@H](C(=O)OC(C)(C)C)c2ccccc2)c1,0.2%,?,13µM*
COc1ccc(CN2CCNC(=O)C2CC(=O)N(C)CCC2CCOCC2)c(OC)c1 (centres undefined),-0.8%,17.4%,-1.7%
Cc1ccc(C(=O)OC2CCCN(C)C2)cc1 (centres undefined),-4.6%,?,?
COc1ccc(C(=O)n2nc(C)cc2C)cc1OC,.,1.8%,-17.4%
Cc1nc2c(s1)sc1ccccc12,-14.2%,-19.9%,-3.1%
COc1ccc(Cn2c(C)c(C)c(C#N)c2NC(=O)Nc2cccc(Cl)c2)cc1,-5.4%,-22.5%,-22.0%
COc1ccc(CC(=O)N2CCc3cc(OC)c(OC)cc3C2O)cc1OC (centres undefined),?,-6.7%,-1.7%
Cc1[nH]c2ccccc2c1C(=O)C(C)OC(=O)c1ccc(Cl)nc1 (centres undefined),-2.0%,?,?
CCOCCOC(=O)C1=C(C)NC2=C(C(=O)CC(c3cccs3)C2)C1c1ccsc1 (centres undefined),-2.7%,?,?
CCOC(=O)C1=CCN(S(=O)(=O)c2ccccc2C)C1c1cccc(Br)c1 (centres undefined),.,20.6µM*,?
CC(=O)c1ccc(N=Nc2ccc(N)cc2)cc1,-25.9%,?,?
CN(C)C(=O)c1cn(-c2ccccc2)nc1-c1cccc([N+](=O)[O-])c1,-2.4%,-17.7%,2.5%
CC(=O)c1cccc(NC(=O)C(C)N(C)CC(=O)Nc2ccc(Cl)cc2)c1 (centres undefined),-6.1%,?,?
CC1CN(c2ccccn2)C(C)CN1C(=S)Nc1ccccc1 (centres undefined),.,-0.8%,-1.4%
CSc1ccccc1-c1nnc(-c2ccc(C)cc2)o1,?,?,-1.7%
CCOC(=O)C(C)NC(=O)Cn1ncc2c(=O)oc3ccc(C)cc3c21 (centres undefined),3.2%,10.7%,?
COc1cc(/C=N/NC(=O)CCN2CCN(Cc3ccccc3)CC2)cc(OC)c1OC,-1.1%,6.7%,0.2%
CCN1c2cccc3cccc(c23)S1(=O)=O,-3.7%,-19.7%,?
Cn1c(=O)c(=O)n(C)c2cc(S(=O)(=O)N3CC(=O)N(CCc4ccccc4)C(=O)C3)ccc21,-1.7%,-29.8%,-1.3%
CC(C)CC(=O)NS(=O)(=O)c1ccc(N)cc1,-3.6%,-10.3%,-0.8%
O=C(Nc1ccc(F)cc1)c1cncs1,-9.1%,-6.1%,9.5%
COc1ccc(NC(=O)Cn2nc(C(F)(F)F)c3c2CCCC3)cc1OC,1.5%&-0.9%,?,?
COc1ccc(S(=O)(=O)N=N/C=C2\C=CC=CN2O)cc1OC,.,-1.4%,-11.2%
O=C(NCCc1ccccc1)C1CCN(C(=O)NCc2ccccc2)CC1,7.1%,-2.2%,-3.5%
c1cc2c(cc1C1CCCCC1)c1c3n2CCN[C@H]3CCC1,-23.4%,10.6µM*,10.6µM*
CCOC(=O)N1CCc2c(sc(NCc3cc(OC)c(OC)cc3OC)c2C(=O)Nc2ccc(OCC)cc2)C1,-10.0%,?,?
COC(=O)CNC(=O)C1CCN(C(=O)OCc2ccccc2)CC1,-10.1%,-7.4%,0.6%
CC(=O)Cc1nsc(NC(=O)c2cc(-c3ccccc3Cl)oc2C)n1,-11.7%,?,-16.4%
CC1CC(C)CN(CCCNC(=O)C2CCCN(c3ncnc4c3nc3n4CCCCC3)C2)C1 (centres undefined),3.4%,-13.2%,-2.1%
CCn1c(=O)cc(OCC(=O)NCc2ccccc2Cl)c2ccccc21,-5.0%,?,?
Cc1ccc2nsnc2c1NC(=O)c1ccc([N+](=O)[O-])cc1,-10.1%,?,-24.7%
O=C(O)COc1c(-c2ccco2)oc2ccccc2c1=O,-10.3%,-10.0%,5.1%
CCOC(=O)c1c(C)[nH]c(CCC(=O)NCc2cc(Br)ccc2OC)c1C,2.0%,18.4µM*,?
CCc1nc2c(OCc3c(C)noc3C)cccn2c1N(C=O)Cc1ccc(OC)cc1,.,14.6µM*,23.1µM*
CN(C)c1ccc(C2CCc3ccccc3N2C(=O)c2ccccc2)cc1 (centres undefined),.,7.94µM*,11.2µM*
C/C(Cn1nnc([N+](=O)[O-])n1)=N\NC(=O)c1ccncc1,0.5%,20.6µM*,16.4µM*
O=[N+]([O-])c1ccc(N/N=C/c2ccc(OCc3cccc4ccccc34)cc2)nc1,-3.4%,?,-19.3%
C#CCn1c(O)c(N=NC(=O)C(O)c2ccccc2)c2ccccc21 (centres undefined),-3.2%,-7.1%,-23.1%
O=C(c1ccccc1F)N1CCN(C(=O)C2CC2)CC1,-3.9%,-6.3%,2.2%
COc1ccnc(Oc2ccc(C)cc2)c1C#N,-4.5%,-25.1%,-22.1%

# Next results follow:
SMILES,KAT2A inh,DT40 TDP1 no CPT,TDP1 cell CPT
COc1cc(C(=O)Nc2ccc(-c3nc4cc(C)ccc4o3)c(O)c2)cc(OC)c1OC,?,8.2µM*,11.6µM*
COc1cc2cc(CN(CCCN3CCOCC3)C(=O)Nc3ccc(F)cc3)c(=O)[nH]c2cc1OC,-1.4%,?,-29.0%
O=C(CN1CCCc2ccccc21)N/N=C/c1ccccc1,-4.7%,16.4µM*,?
O=C(O)CCc1ccc(-c2ccccc2)n1-c1cccc(O)c1,-1.0%,-8.0%,-19.2%
COc1cccc(S(=O)(=O)Nc2cccc(C(=O)N3CCCC3)c2)c1,-10.8%,-17.5%,?
CCOC(=O)c1ccc(-n2c(CCC(=O)O)ccc2-c2ccc(F)cc2)cc1,-3.6%,?,-14.3%
COCCNC(=O)CN(C(=O)CCC(=O)Nc1cc(C)on1)c1ccc(C)cc1C,-2.1%,-22.6%,?
O=c1[nH]cnc2scc(-c3ccc(Br)cc3)c12,1.8%,?,-7.8%
CCC/C=C/c1ccc(CN2C(CC(C)C)C(=O)N(Cc3cn(CCC4OCCCO4)nn3)CCS2(=O)=O)cc1 (centres undefined),.,23.1µM*,?
CC1CCN(C(=O)CN2C(=O)COc3ccc(Cl)cc32)CC1,-3.4%,16.5%,-10.1%
CCCCOc1ccc(Cn2c(=O)sc3ccccc32)cc1OC,-6.0%,?,?
Cc1cccc(NC(=O)/C=C/c2cccs2)n1,8.8%,-26.7%,-12.6%

# Limited to TDP1 cell CPT (3 entries from above):
smiles	TDP1 cell CPT
COc1cc(C(=O)Nc2ccc(-c3nc4cc(C)ccc4o3)c(O)c2)cc(OC)c1OC	11.6µM*
COc1cc2cc(CN(CCCN3CCOCC3)C(=O)Nc3ccc(F)cc3)c(=O)[nH]c2cc1OC	-29.0%
O=C(CN1CCCc2ccccc21)N/N=C/c1ccccc1	?

# Later entries:
SMILES,KAT2A inh,DT40 TDP1 no CPT,TDP1 cell CPT
CC(C)c1ccc(CNC(=O)C(=O)NCCCn2ccnc2)cc1,-4.8%,1.0%,2.6%
COc1ccccc1S(=O)(=O)c1ccccc1[N+](=O)[O-],1.7%,-0.3%,-27.6%
CC1=C(C(N)=O)C(c2ccc(C(C)C)cc2)n2nc(SCc3ccccc3F)nc2N1 (centres undefined),3.9%,-0.3%,-2.6%
O=C(NC1CCCCC1)C12CC3CC(C1)CC(n1cncn1)(C3)C2,-17.7%,-0.7%,6.1%
COc1ccc(CCNC(=O)C(=O)c2c[nH]c3ccccc23)cc1,-9.6%,-15.9%,?
CCCCN1C2=NC(c3ccccc3)CN2c2ccccc21 (centres undefined),.,25.9µM*,?
COc1ccc(OC)c(S(=O)(=O)Nc2ccc3oc(C)c(C(C)=O)c3c2)c1,-4.4%,14.6µM*,16.4µM*
COc1ccc(C(=O)NNc2ccccc2)cc1,0.6%,21.4%,18.5%
NC(N)=N/N=C/c1ccc(OCc2ccccc2)c(OCc2ccccc2)c1,-2.3%,18.4µM*,?
CN(C)CCNC(=O)Cn1nc(C(F)F)cc1C1CC1,5.7%,-2.4%,-15.7%
Cc1cc(O)cc(O)c1C(=O)O,-3.1%,17.8%,-4.0%
CCc1nc(SCC(=O)N2c3ccccc3CC2C)c2c(C)c(C)sc2n1 (centres undefined),-9.2%,10.3µM*,9.2µM*

# Complete entries as entered above:
# Results for Cc1ccc2nsnc2c1NC(=O)c1ccc([N+](=O)[O-])cc1 : KAT2A inh: -10.1%; DT40 TDP1 no CPT: ?; TDP1 cell CPT: -24.7%
# Results for COc1ccc(S(=O)(=O)N=N/C=C2\C=CC=CN2O)cc1OC : KAT2A inh: .; DT40 TDP1 no CPT: -1.4%; TDP1 cell CPT: -11.2%

# More entries follow:
SMILES,KAT2A inh,DT40 TDP1 no CPT,TDP1 cell CPT
Oc1ccc2ccccc2c1CNc1ccccc1,.,?,?
COc1ccc(C)cc1NC(=O)CCN1CCN(C/C=C/c2ccccc2)CC1,-7.1%,?,?
Cc1cc(Cl)nc(Cl)c1C(=O)NCCc1ccccc1,-1.0%,5.2%,-7.5%
CCNc1ncc2nc(-c3cc(F)cc(F)c3)c(=O)n(C[C@H]3CCCO3)c2n1,-12.2%,10.5%,-8.3%
CCC(C)(C(=O)NC1CCCC1)N(C(=O)c1cnccn1)c1ccccc1 (centres undefined),-5.6%,1.3%,-14.6%
Nc1n[nH]c(CCCO)n1,-1.7%,10.9%,-0.5%
N/C(Cc1ccc(Cl)cc1)=N\OC(=O)CCc1ccccc1,.,?,-21.1%
CC(C)(C)OC(=O)NCCCCCc1nnc(SCc2ccc(F)cc2)o1,3.7%,23.1µM*,?
COC(=O)CN1C(=S)N(Cc2ccccc2)C(=O)C1CC(=O)Nc1ccc(OC)cc1 (centres undefined),-16.6%,5.2%,6.9%
CC(Oc1ccccc1)C(=O)OCc1cc(=O)n2nc(C(C)C)sc2n1 (centres undefined),-1.6%,0.3%,-22.4%
COc1cc(C)ccc1OCCCOc1ccccc1Cl,-0.1%,?,?
O=C(Nc1ccc(F)c(Cl)c1)c1ccc2sc([C@@H]3O[C@H](CO)[C@H](O)[C@H](O)[C@H]3O)nc2c1,.,-10.5%,-6.5%
N#C/C(=C(/O)CSc1ccccn1)c1nc2ccccc2s1,-9.9%,?,14.6µM*
Cc1ccc(N(CC(=O)Nc2cccc(C)c2)S(=O)(=O)c2cccc3nonc23)cc1,-11.5%,11.1%,12.9%
COc1ccc(OC)c(NC(=O)C2(C)CCN2C(=O)Cc2ccccc2)c1 (centres undefined),.,-22.7%,?
COC(=O)c1ccc(OC)c(OC2CCCC2)c1,-2.1%,-0.5%,-0.9%
